# HIV fusion peptide – cell-free HIV fusion peptide-binding blockers – biochemical, uHTS, fluorescence dequenching, primary screen (AID 1986) | cell-free peptide binding, fluorescence dequenching, 30 min; higher % means a stronger effect | inhibition, % at 20 µM, or IC50 in µM where a hit was titrated | 0.3% of 290,000 active; in the data active = inhibition mostly above about 52%, no sharp cut-off; inactive = mostly below about 76%; note: some results filed as inactive read as strong as hits
# GPR35 arrestin U2OS – GPR35 antagonists blocking zaprinast-driven arrestin recruitment, primary screen, imaging, U2OS, beta-arrestin-GFP, zaprinast agonist (AID 2058); U2OS GPR35 beta-arrestin-GFP translocation imaging, zaprinast antagonism; higher % means a stronger effect; inhibition, % at 10 µM; hits with a dose series show IC50 in µM; 0.052% of 290,000 active;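 active = inhibition of at least 50% with at least 30 cells and total cytoplasm GFP at most 10,000,000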
# SIAH1 antagonists – Siah-1 peptide-binding antagonists, primary screen, biochemical, fluorescence polarization, rhodamine-plectin, uHTS (AID 1817); 0.02% of 290,000 active; Siah-1 / rhodamine-plectin peptide fluorescence polarization; higher % means a stronger effect; displacement, % at 20 µM, or IC50 in µM where a hit was titrated;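 active = displacement of at least 50% at 20 µM, with a fluorescence ratio check between 0.3 and a set limit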;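 note: plate controls were Siah plus tracer with DMSO for no effect and tracer alone without Siah for full effect; strong numbers were not always called active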
# GPR55 activation – GPR55 agonists via beta-arrestin recruitment, primary screen, imaging, U2OS cells, beta-arrestin-GFP redistribution (AID 1961); U2OS GPR55 beta-arrestin-GFP redistribution imaging; higher % means a stronger effect; activation, % at 10 µM; hits with a dose series show EC50 in µM; 0.048% of 290,000 active;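 active = activation above 40% with more than 50 cells counted in the well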;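 note: U2OS osteosarcoma cells stably expressing GPR55 and beta-arrestin-GFP; plate controls were DMSO negative control for no effect and LPI positive control for full effect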
# UTI89 phage lysis – inhibition of K1F phage lysis, E. coli UTI89, bacterial capsule biogenesis inhibitors, alamar blue (AID 488966); E. coli UTI89 K1F phage lysis, alamar blue, 2 h; higher % means a stronger effect; inhibition, % at 100 µM; hits with a dose series show IC50 in µM; 0.02% of 340,000 active;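 active = phage lysis inhibition, versus mean bacterial control, above a set limit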;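 note: capsule biogenesis inhibitors block K1F phage lysis so surviving cells raise fluorescence; higher fluorescence means more inhibition of phage lysis; actives were called in the ten point dose series up to 300 µM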
# GPR55 antagonists – GPR55 antagonists blocking LPI-driven arrestin recruitment, primary screen, imaging, U2OS, beta-arrestin-GFP, LPI agonist (AID 2013) | inhibition, % at 10 µM; hits with a dose series show IC50 in µM | U2OS GPR55 beta-arrestin-GFP translocation imaging, LPI antagonism; higher % means a stronger effect | 0.13% of 290,000 active;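 active = spots per cell inhibited over 60%, with over 100 cells counted and total cytoplasm intensity under 500,000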;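 note: U2OS cells stably carrying GPR55 and arrestin-GFP stimulated by 5 µM LPI near EC80; imaged beta-arrestin-GFP aggregate spots per cell after agonist stimulation; plate controls were LPI-stimulated DMSO wells for no effect and DMSO wells without LPI for full effect; some results filed as inactive read as strong as hits; confirmed hits need IC50 under 10 µM and bright autofluorescent wells are also inconclusive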
# NTR1 agonist – agonists of NTR1, primary screen, imaging, U2OS cells, beta-arrestin-GFP, high content (AID 493036). P30989. NTR1-U2OS beta-arrestin-GFP spot imaging, agonist mode. activation, % at 20 µM. 0.17% of 330,000 active;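 active = activation at or above 40% of the spot to cytoplasm intensity ratio, with at least 20 cells analyzed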;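 note: 0% = DMSO without peptide and 100% = 100 nM NTR1 peptide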
# Target sequence (P30989 whole entry, looked up): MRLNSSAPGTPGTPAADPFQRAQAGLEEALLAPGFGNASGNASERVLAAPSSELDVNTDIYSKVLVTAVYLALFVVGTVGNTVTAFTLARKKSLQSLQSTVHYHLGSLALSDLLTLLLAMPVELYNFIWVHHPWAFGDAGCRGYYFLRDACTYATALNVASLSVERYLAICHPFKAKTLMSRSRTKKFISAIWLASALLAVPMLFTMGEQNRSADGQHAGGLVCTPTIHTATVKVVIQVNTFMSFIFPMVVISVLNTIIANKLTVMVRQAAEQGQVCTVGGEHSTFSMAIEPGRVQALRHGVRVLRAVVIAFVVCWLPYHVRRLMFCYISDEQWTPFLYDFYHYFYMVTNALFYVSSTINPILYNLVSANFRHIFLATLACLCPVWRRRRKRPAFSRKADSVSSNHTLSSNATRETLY
# Dengue-2 NS5 capping – Dengue-2 NS5 methyltransferase inhibitors, primary screen, biochemical, confirmation dose response (AID 588689). Dengue-2 NS5 methyltransferase capping enzyme assay, biochemical; higher % means a stronger effect. inhibition, % at 25 µM; hits with a dose series show IC50 in µM. 0.3% of 340,000 active; in the data active = a potency from the dose series
# AID2073 – inhibitors of Mint1-CaV2.2 protein interaction, biochemical, HTRF (AID 2073); HTRF protein-protein interaction, Mint1-CaV2.2; higher % means a stronger effect; one-dose inhibition, % at 20 µM; IC50 in µM for titrated hits; 0.19% of 290,000 active; in the data active = inhibition mostly above about 51%, no sharp cut-off; note: some results filed as inactive read as strong as hits
# NTR1 agonist cell count 20 µM – further read-out of NTR1 agonist, marked with its call; cell count; measured here: cell count, cytotoxicity flag
# Numbers without * were called inactive; x = not tested or not shown; [ ] = remark or other dose.
SMILES	HIV fusion peptide	GPR35 arrestin U2OS	SIAH1 antagonists	GPR55 activation	UTI89 phage lysis	GPR55 antagonists	NTR1 agonist	NTR1 agonist cell count 20 µM	Dengue-2 NS5 capping	AID2073
COc1ccc(-n2nc(C(=O)Nc3nc4ccc(OC)cc4s3)c3ccccc3c2=O)c(OC)c1	-0.2%	14%	6%	0.4%	x	-1%	11	49	x	2%
CC1CCCCN1C(=O)Cn1c(=O)n(CCC(=O)NCc2ccco2)c(=O)c2sccc21 (configuration not stated)	-2.0%	10%	2%	0.0%	3.9%	10%	0.3	82	4%	-8%
COc1cc(OC)c(NC(=O)C(=O)CC(=O)c2ccc(C)cc2C)cc1Cl	13%	-2%	2%	0.0%	0.2%	-1%	1.7	57	7%	18%
CCOCCCNC(=O)c1ccc2c(=O)n(Cc3ccc(OC)cc3)c(=O)[nH]c2c1	-0.3%	12%	-5%	-0.8%	0.2%	6%	-0.5	53	3%	0%
CCN(NC(=O)C(O)(c1ccccc1)c1ccccc1)C(=O)c1ccccc1	-0.9%	2%	7%	0.3%	0.5%	4%	0.2	54	-4%	3%
CN(C)c1ccc(N=Nc2cccc3ccoc23)cc1	-4.6%	12%	-5%	-0.1%	0.3%	2%	1.8	81	1%	-3%
O=C(CN1CCN(Cc2cccc(Cl)c2)C1=O)NCc1ccccn1	36%	-3%	1%	-0.2%	0.2%	5%	-2.9	57	-1%	-7%
CN(Cc1ccc(F)cc1)C(=O)c1cccc(OCc2ccccc2)c1	-1.8%	0%	-6%	-0.1%	0.2%	0%	0.8	49	-9%	14%
Cc1ccc(N(C(C)C(=O)Nc2cccc(N(C)S(C)(=O)=O)c2)S(C)(=O)=O)cc1 (configuration not stated)	2.2%	12%	15%	0.5%	1.3%	8%	0.7	89	1%	-4%
COCC1CCN(C(=O)c2cc(COc3ccc4ncccc4c3)on2)CC1	0.6%	-2%	6%	-0.1%	3.1%	4%	5.7	60	0%	-1%
COC(=O)c1ccc(CN2CCN(Cc3ccc(C(=O)OC)o3)CC2)o1	-4.1%	2%	-3%	-0.3%	0.7%	9%	0.1	40	1%	14%
CCOC(=O)c1c(/N=C/c2cc(OC)cc([N+](=O)[O-])c2O)sc(C)c1C	10%	-12%	8%	-0.5%	1.9%	7%	-0.3	55	0%	3%
CC1(C)CC(=O)C2=C(C1)OC1=C(C(=O)CC(C)(C)C1)C2c1ccccc1	-1.8%	1%	-3%	0.3%	0.6%[50 µM]	16%	0.0	38	4%	-9%
COc1ccc2cc(CN(CCc3ccccc3)Cc3nnnn3Cc3ccco3)c(=O)[nH]c2c1	6.6%	-19%	1%	-0.2%	-0.2%	10%	5.1	51	2%	26%
CC(=O)Nc1ccc(S(=O)(=O)N2CCC(C(=O)O)CC2)cc1	2.0%	-21%	3%	0.1%	-0.6%	-8%	4.0	44	-1%	-6%
CCOC(=O)N/N=C\c1cccc(OC)c1	0.1%	10%	1%	0.6%	2.2%	10%	-1.0	86	-4%	-5%
CC(C)NC(=O)CCCc1ccccc1	-1.9%	-3%	2%	-0.1%	-0.1%	13%	-0.4	74	-4%	-4%
Cc1cc(C(=O)Nc2cc(C)on2)on1	0.1%	0%	4%	0.0%	1.8%	14%	1.5	64	-5%	8%
CCOC(=O)N1CCN(C(=O)c2cn(CC)c3ccc(S(=O)(=O)N4CCC(C)CC4)cc3c2=O)CC1	0.8%	-5%	0%	0.0%	-1.2%	2%	-0.4	31	-5%	6%
O=C(CSc1nc(-c2ccco2)cc(C(F)(F)F)n1)NCc1cccs1	-2.9%	-2%	2%	-0.4%	0.5%	10%	-1.2	46	-1%	-6%
CC1CCc2c(nc3ncnn3c2N2CCN(c3ccccc3)CC2)C1 (configuration not stated)	3.9%	9%	-3%	-0.2%	7.3%	7%	6.0	97	-6%	-6%
Cc1cc(C)c(Nc2ncnc(N)n2)c(C)c1	1.0%	1%	-1%	-0.2%	1.3%	6%	-1.0	50	3%	-1%
Cc1ccc(/C=C/c2nc3ccccc3c(=O)n2CCc2ccccc2)cc1	1.5%	-6%	4%	-0.5%	2.5%	-2%	4.9	51	-1%	12%
CC(C)C(NC(=O)/C(=C\c1ccco1)NC(=O)c1ccco1)C(=O)O (configuration not stated)	16%	12%	3%	-0.1%	0.6%	-4%	1.5	50	6%	2%
O=C(N/N=C\c1cc(Br)ccc1O)c1ccc(S(=O)(=O)N2CCCCC2)cc1	3.4%	-8%	21%	0.2%	0.7%[50 µM]	5%	7.6	34	-9%	25%
COc1ccc(OC)c(CNS(=O)(=O)c2cc(CN3C(=O)c4cccnc4C3=O)ccc2OC)c1	2.0%	13%	4%	-0.4%	1.8%	8%	0.2	74	-5%	5%
CCN(CC)CCN1C(=O)C(=O)/C(=C(/O)c2c(C)[nH]c(C(=O)OC)c2C)C1c1ccco1 (configuration not stated)	4.4%	6%	-1%	-0.2%	0.2%	26%	1.5	70	4%	4%
COc1ccc(CC(=O)N2CCC(CCC(=O)Nc3ccccc3)CC2)cc1	-1.9%	-7%	2%	-0.1%	0.3%	1%	-0.3	62	-1%	11%
CCc1nc(SCC(=O)Nc2cc(OC)ccc2OC)c2c(C)c(C)sc2n1	-0.3%	15%	-2%	-0.2%	1.4%	-2%	3.4	60	-3%	-1%
O=S(=O)(NC1CCCCC1)c1ccc(Cl)nc1	-0.8%	-5%	-4%	-0.3%	0.9%[50 µM]	-8%	-1.2	55	3%	3%
Cc1cccc(-n2c3nc(=O)[nH]c(=O)c-3cc3c(C)nn(-c4ccccc4)c32)c1	-0.6%	7%	0%	0.5%	x	-9%	2.0	77	x	27%
COc1cc(OC)cc(C(=O)Nc2ncc3c(n2)CC(C)CC3=O)c1 (configuration not stated)	1.3%	0%	-1%	-0.1%	-2.3%	10%	0.3	51	-2%	-10%
COc1ccc(S(=O)(=O)NCc2ccccn2)cc1OC	-0.1%	3%	2%	-0.1%	0.1%	0%	-0.9	62	-1%	5%
Cc1ccc(CCN2CC(C(=O)NCCc3ccccc3)CC2=O)cc1 (configuration not stated)	-0.4%	57%	7%	0.3%	0.1%	9%	-1.7	54	-7%	-3%
COc1ccc(CCNC(=O)C(C)SCc2ccccc2)cc1 (configuration not stated)	-0.6%	-5%	-5%	-0.1%	0.1%	6%	-1.1	40	-11%	-20%
O=C(/C=C/c1ccc(Br)cc1)NC(=S)N1CCOCC1	-0.8%	9%	-1%	-0.3%	-0.6%	-3%	0.0	26	-4%	-25%
CC1CCN(c2ccc(N3C(=O)C4CCCCC4C3=O)cc2[N+](=O)[O-])CC1 (configuration not stated)	1.1%	-22%	16%	0.0%	1.7%	13%	1.3	65	3%	-2%
Cc1[nH]n(-c2ccccc2)c(=O)c1/C=N/c1nn[nH]n1	-0.7%	-8%	5%	0.9%	x	12%	-1.8	78	x	2%
CC(C)(C)n1nc2c(c1NC(=O)Cc1ccc(Cl)cc1)CS(=O)(=O)C2	1.3%	0%	1%	-0.2%	0.0%	20%	0.0	58	-4%	10%
COc1cccc(OC)c1C1=NC(C)(C)CO1	-2.4%	-9%	-4%	0.2%	0.7%	6%	0.7	49	-3%	10%
CC(C)(C)Nc1nc(SCC(=O)Nc2ccccc2Cl)nc(N2CCOCC2)n1	0.6%	5%	-3%	-0.1%	0.2%	-6%	3.4	57	0%	7%
O=c1c(Cl)c(N2CCNCC2)cnn1C12CC3CC(CC(C3)C1)C2	2.8%	-1%	-4%	-1.0%	7.9%	-11%	3.0	58	4%	-10%
CCN(CC(=O)Nc1ccc(C)c(S(=O)(=O)N(C)C)c1)Cc1ccccc1	-0.1%	-5%	13%	-0.1%	0.0%	8%	0.3	89	1%	2%
COc1cccc(C(=O)NCCNC(=O)c2cnccn2)c1	-1.2%	3%	-1%	-0.2%	0.3%	11%	0.5	41	0%	3%
Cc1ccc(C)c(NC(=O)NCCN2CCCCC2)c1	0.6%	0%	1%	-0.3%	3.4%	-4%	1.1	86	-9%	-4%
Cn1c(C(=O)NCCCN2CCN(c3ccccc3F)CC2)cc2c(=O)n(C)c3ccccc3c21	-0.4%	4%	0%	-0.2%	5.6%	14%	14	36	7%	1%
CCOC(=O)C(=O)Nc1nc(-c2ccccc2)c(CC)s1	-1.9%	11%	2%	-0.1%	2.3%	-6%	1.0	59	0%	1%
CCOc1ccccc1N1CCN(CC(O)COC2CCCc3ccccc32)CC1 (configuration not stated)	0.8%	11%	0%	-0.3%	-0.1%	13%	3.7	50	-12%	-5%
COc1ccccc1Nc1ccc(C(=O)O)cc1[N+](=O)[O-]	0.3%	4%	-2%	-1.0%	0.6%	16%	-1.0	32	2%	-7%
c1ccc2c(-c3c[nH]c4ccccc34)c3ccccc3nc2c1	5.0%	10%	3%	-0.1%	1.3%	4.8µM*	0.4	90	-5%	-2%

# Brought forward from above: 2 compounds; new compounds follow.
SMILES	HIV fusion peptide	GPR35 arrestin U2OS	SIAH1 antagonists	GPR55 activation	UTI89 phage lysis	GPR55 antagonists	NTR1 agonist	NTR1 agonist cell count 20 µM	Dengue-2 NS5 capping	AID2073
COc1ccccc1Nc1ccc(C(=O)O)cc1[N+](=O)[O-]	0.3%	4%	-2%	-1.0%	0.6%	16%	-1.0	32	2%	-7%
c1ccc2c(-c3c[nH]c4ccccc34)c3ccccc3nc2c1	5.0%	10%	3%	-0.1%	1.3%	4.8µM*	0.4	90	-5%	-2%
O=S(=O)(c1cccs1)N1CCC2(CC1)OCCO2	-1.0%	-8%	8%	-0.1%	2.2%[50 µM]	24%	0.6	75	-4%	25%
c1ccc(C(c2nnnn2Cc2ccco2)N2CCN(c3nc4ccccc4s3)CC2)cc1 (configuration not stated)	1.5%	-5%	-12%	0.3%	-0.7%	18%	1.3	50	-3%	7%
Cc1cccc(N=C2NC(=O)S/C2=C\c2ccco2)c1	72%*	4%	81%	1.8%	0.2%	-4%	0.1	95	-44%	42%
CC(OC(=O)Cc1n[nH]c(=O)c2ccccc12)C(=O)Nc1ccccc1[N+](=O)[O-] (configuration not stated)	2.0%	2%	1%	-0.1%	-0.1%	12%	0.9	72	-2%	-6%
CC(=O)N1CCN(Cc2nc3cc(NC(=O)Nc4ccccc4)ccc3n2C)CC1	1.8%	-7%	2%	-0.1%	0.0%	6%	4.8	54	-25%	18%
N#CC1=C(N)C(C#N)(C#N)C(c2ccncc2)C2CN(C(=O)OCc3ccccc3)CC=C12 (configuration not stated)	8.9%	-3%	-2%	0.4%	0.2%	-20%	2.7	43	-15%	17%

# Screening data: PubChem, several laboratories
